High-throughput results: PubChem, several laboratories
ASAP1 GAP inh: ASAP1 ArfGAP inhibition; Q9ULH1; ASAP1-stimulated ARF1 GTP hydrolysis, GDP FP detection; inhibition, % at 16.5 µM; hit rate 0.19% among 360,000; in the data active = inhibition above about 25%;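 note: 0% = vehicle with enzyme and substrate and 100% = no enzyme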
GC-A act: GC-A (human) enzyme activation; P16066; HEK293 GC-A cells, cGMP TR-FRET, EC30 ANP; 0% at EC30 ANP, 100% saturating ANP; activation, % at 10 µM; hit rate 0.14% among 370,000; AID 1671463; in the data active = activation above about 40%
SMARCA2 act: increases SMARCA2 function in MMTV reporter cells; activation, % at 9.1 µM; hit rate 1% among 370,000; MG213 cells, MMTV-luciferase reporter, dexamethasone, overnight; AID 652017; in the data active = activation above about 7.8%;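 note: 0% = vehicle wells and 100% = reference activator wells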
mABHD4 FP: inhibitors of mouse ABHD4; purified mABHD4, FP-Rh probe fluorescence polarization; AID 720543; Q8VD66; inhibition, % at 8.92 µM; hit rate 0.54% among 370,000;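 active = inhibition exceeding the mean over every tested compound plus 3 SD, cut at about 30% in these data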;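 note: 0% = plate median of compound wells and 100% = S159A mutant with DMSO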
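Test system: mABHD4 protein; Read-out basis: % inhibition; Incubation: 45 min + 60 min at 25 °C; Repeats: single replicate; Technique: fluorescence polarization with parallel and perpendicular emission, 525/598 nm; Compound: 8.92 µM, single dose; Benchmarks: full inhibition S159A mutant plus DMSO, zero as sample-well median.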
PG9 binder: small molecules binding HIV-1 gp120 antibody PG9. TR-FRET gp120-PG9 antibody binding. inhibition, % at 6.7 µM. hit rate 0.43% among 360,000; in the data active = inhibition above about 8.5%
ARFGAP1 inhibitor: inhibitors of rat ARFGAP1; inhibition, % at 16.5 µM; Arfgap1-stimulated ARF1 GTP hydrolysis, GDP FP detection; AID 651572; Q62848; hit rate 0.26% among 360,000;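 active = inhibition above a per-plate limit, mean inhibition of low control wells plus 3 SD, cut at about 25% in these data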;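 note: 0% = DMSO wells with enzyme and 100% = wells lacking Arfgap1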
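Material: rat Arfgap1 GAP domain (His6, aa 1-136), purified enzyme. Also added: human ARF1(Δ1-17)-GTP substrate. Compound dosing: 16.5 µM single point, 1.26% DMSO. Timing: enzyme reaction 120 min at 25 °C after 20 min preincubation. Signal: GDP detection by fluorescence polarization. Read-out basis: percent inhibition of GAP-stimulated GDP formation, scaled between DMSO and no-Arfgap1 medians.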
NR1D1 modulator: modulates human Rev-erb alpha binding to DNA. Rev-erbα–FITC-DNA binding, fluorescence polarization, 90 min. activity, % at 10 µM. hit rate 0.79% among 370,000;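 active = activity above about 14%, limit read from the data; passing the limit was not always enough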;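 note: 0% = DMSO wells with 35 nM protein and 100% = DMSO wells with 750 nM protein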
Target sequence (P20393 whole entry, looked up): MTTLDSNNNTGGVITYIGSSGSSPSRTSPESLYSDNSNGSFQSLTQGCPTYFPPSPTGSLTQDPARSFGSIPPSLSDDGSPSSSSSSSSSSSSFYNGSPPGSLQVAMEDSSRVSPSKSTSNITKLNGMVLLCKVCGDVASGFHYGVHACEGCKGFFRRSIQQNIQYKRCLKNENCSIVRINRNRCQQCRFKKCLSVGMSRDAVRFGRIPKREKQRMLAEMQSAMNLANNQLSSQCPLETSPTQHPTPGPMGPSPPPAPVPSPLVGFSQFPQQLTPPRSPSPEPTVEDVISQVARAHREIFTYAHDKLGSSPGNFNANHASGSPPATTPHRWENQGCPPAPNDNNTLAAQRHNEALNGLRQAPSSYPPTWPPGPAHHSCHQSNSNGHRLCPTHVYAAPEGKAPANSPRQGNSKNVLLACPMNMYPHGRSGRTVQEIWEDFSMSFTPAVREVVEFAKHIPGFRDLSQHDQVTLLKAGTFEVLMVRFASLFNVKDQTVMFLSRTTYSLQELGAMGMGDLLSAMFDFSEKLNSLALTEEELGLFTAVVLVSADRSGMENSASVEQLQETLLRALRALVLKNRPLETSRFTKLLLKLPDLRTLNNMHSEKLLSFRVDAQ
rCAG RNA binder: r(CAG) repeat RNA binding; TO-PRO-1 dye displacement fluorescence; inhibition, % at 3 µM; hit rate 1.3% among 370,000; AID 651821;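 active = inhibition above the plate cutoff, the mean of all test compounds on that plate plus 3 SD, cut at about 35% in these data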;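 note: 0% = DMSO alone and 100% = 100 µM mitoxantrone as full dye displacement; higher means more dye released from RNA so lower well fluorescence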
GC-B act: GC-B (human) receptor activation. P20594. HEK293-GC-B cells, CNP EC30, cGMP TR-FRET; 0% at EC30 CNP, 100% saturating CNP. activation, % at 10 µM. hit rate 0.11% among 370,000;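 active = activation at 10 µM reaching about 35% in either raw or pattern-adjusted values, limit read from the data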
HTRA1 inh: inhibitors of human serine peptidase HTRA1; recombinant HTRA1, FP-rhodamine activity-based probe, fluorescence polarization; Q92743; AID 504803; inhibition, % at 5.96 µM; hit rate 0.5% among 340,000; in the data active = inhibition above about 36%;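 note: 0% = enzyme with DMSO and 100% = wells lacking enzyme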
Target sequence (Q92743 whole entry, looked up): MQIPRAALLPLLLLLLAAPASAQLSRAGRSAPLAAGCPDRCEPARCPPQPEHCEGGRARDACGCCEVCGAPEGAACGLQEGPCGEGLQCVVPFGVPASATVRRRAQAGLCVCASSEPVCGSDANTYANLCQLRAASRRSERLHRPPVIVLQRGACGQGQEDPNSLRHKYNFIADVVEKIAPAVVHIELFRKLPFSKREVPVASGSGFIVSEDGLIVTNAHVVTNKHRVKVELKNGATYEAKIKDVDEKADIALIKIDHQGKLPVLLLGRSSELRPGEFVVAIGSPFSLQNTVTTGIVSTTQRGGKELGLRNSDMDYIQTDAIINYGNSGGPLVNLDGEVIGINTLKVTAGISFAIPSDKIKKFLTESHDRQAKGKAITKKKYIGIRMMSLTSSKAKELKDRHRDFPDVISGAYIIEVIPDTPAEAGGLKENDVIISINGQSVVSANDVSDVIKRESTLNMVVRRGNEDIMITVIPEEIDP
* hit, by the source's call; · = no result given.

Order of values – rCAG RNA binder	GC-B act	SMARCA2 act	PG9 binder	HTRA1 inh	ASAP1 GAP inh	mABHD4 FP	ARFGAP1 inhibitor	GC-A act	NR1D1 modulator
CCOC(=O)C1CCN(C(=O)C(C)N(c2ccc(Oc3ccccc3)cc2)S(C)(=O)=O)CC1 (configuration not stated)
 : -9	1	-4	0.5	-10	-11	-3	11	9	-4
CCCCNC(=O)COc1ccccc1C(=O)c1cc(C#N)c(=O)n(CCOC)c1
 : -3	-3	-3	0.6	-2	6	4	12	1	-1
COc1ccc(CCC(=O)NCCOc2ccc(C)cc2)cc1
 : -2	3	-2	-0.4	-1	-2	6	-5	0	0
Cc1cccc(NC(=S)/N=C(\N)Nc2nc(C)c3cc(C)ccc3n2)c1
 : 24	-12	-3	-0.9	-44	13	0	11	-5	7
Cc1ncoc1C(=O)NC1CCCc2c1cnn2-c1ccc(C(C)(C)C)cc1 (configuration not stated)
 : -5	5	-5	-1.4	-9	12	3	-7	-4	4
O=C(CSc1nc2cccnc2n1Cc1ccccc1)NC1CCCCC1
 : -8	13	-3	0.0	-4	-12	0	13	8	4
COc1cccc(OC)c1C(=O)Nc1sc2c(c1C#N)CCC2
 : 0	0	-2	0.9	-6	1	-13	-9	1	-13
O=C(CN1CCc2ccccc2C1)Nc1ccccc1Cl
 : -8	6	-2	-1.2	-12	-6	0	2	1	-2
COCc1cc(C)nc2sc(C(=O)NC3CCCCC3)c(N)c12
 : -2	-2	-1	-2.1	-1	-17	5	6	1	-2
C[C@H]1CN([C@@H](C)CO)C(=O)CCCn2cc(nn2)CO[C@@H]1CN(C)C(=O)Nc1ccc(N2CCCCC2)cc1
 : 1	1	-5	-3.4	-4	1	-4	9	-5	11
COc1ccccc1-c1noc(-c2ccncc2)n1
 : -4	-2	1	-1.4	4	-4	2	-1	8	-3
O=C(Nc1cccc2ncccc12)c1cccc(Br)c1
 : 0	-4	1	-2.9	-7	-8	-4	3	2	2
CSc1ccc(/C=C(/NC(=O)c2ccco2)C(=O)N2CCOCC2)cc1
 : -6	0	0	-0.4	9	2	12	3	2	2
Cc1cc(C)cc(N2CC(O)Cn3c2nc2c3c(=O)[nH]c(=O)n2C)c1 (configuration not stated)
 : 3	-5	-3	0.6	-3	-5	-1	-4	-3	6
N#Cc1c(-c2ccccc2)nc(SCC(=O)NC2CCCCC2)[nH]c1=O
 : 31	4	-6	7.5	-6	6	-7	3	6	0
Cc1ccc(/C=N/NC(=O)c2nnn(-c3nonc3N)c2C(C)C)o1
 : -1	2	-1	-0.8	-16	2	2	9	5	-1
COc1cccc(-c2nc(N3CCCC3)c3ccccc3n2)c1O
 : 5	-6	2	-0.8	0	-7	9	5	-2	2
O=C1NC2c3c(I)sc(I)c3C(=O)C2O1 (configuration not stated)
 : -4	5	8.7*	0.5	0	0	7	-13	9	2
Cc1ccc(S(=O)(=O)N2CCCC2C(=O)Nc2cc(C)on2)cc1 (configuration not stated)
 : 1	-4	-2	-2.1	1	-2	-6	5	0	2
O=C1CC(NC(=O)C(F)(F)F)=NN1c1ccccc1
 : 6	3	3	-2.9	7	-14	8	0	-2	3
CC(C)CCNC(=O)CO/N=C/c1ccccc1OC(F)F
 : -5	1	3	-3.1	-3	3	9	-7	6	-2
CCOC(=O)C1(C)CCN1C(=O)c1ccccc1C (configuration not stated)
 : -1	-1	-1	2.0	·	0	0	-11	2	-2
C=CCSc1nc(C)cc2c1C(=O)OC2
 : -1	6	-3	0.2	-3	1	6	-11	1	-3
Cc1cc(OCC(=O)OCC(=O)Nc2cccnc2Cl)ccc1Cl
 : -4	-4	-1	-2.9	5	10	2	9	1	-8
O=C(CSc1ccc(-c2ccco2)nn1)N1CCCCC1
 : 4	-1	-2	-1.0	2	-11	3	-3	2	-5
O=C(Cn1nnc(-c2ccccc2F)n1)OCC(=O)c1ccccc1
 : 1	-3	-2	1.9	3	1	5	-6	5	4
CN(Cc1ccccc1)C(=O)CN1C(=O)c2ccccc2C1=O
 : 1	-11	0	-1.6	7	-3	-4	-8	-1	2
CCOc1ccc(NC(=O)NNC(=O)c2ccc(Cl)cc2Cl)cc1
 : -1	2	-2	0.0	-4	12	12	-2	1	7
COc1ccc(OC)c(S(=O)(=O)N2CCC(C(=O)Nc3cccc(C)c3)CC2)c1
 : 0	1	-3	-0.7	-1	11	-5	-1	-4	-5
COc1cccc(/C=c2\s/c(=C\C(=O)C(C)(C)C)[nH]c2=O)c1
 : 11	-7	2	-0.7	-24	-4	-6	-2	-4	-2
COc1cccc(-c2csc(N3CCN(C(=O)C4CCCCC4)CC3)n2)c1
 : -2	-1	-2	0.2	-16	7	-8	-5	0	2
Cc1cn2c(-c3cccnc3)nnc2s1
 : -1	1	0	-0.9	1	-6	-2	3	-1	-3
COc1ccccc1OC(=O)c1cc(Cl)nc2ccccc12
 : -1	-1	-1	-0.6	-26	3	4	3	6	2
Cc1cccc2sc(=S)[nH]c12
 : 2	4	-4	0.2	·	-2	-8	-2	2	-2
CCNc1ncnc2c1cnn2C1CCCCO1 (configuration not stated)
 : 0	6	1	-0.8	-1	-1	-6	-2	-3	-8
Cc1oc2cc3oc(=O)c(CCC(=O)NCc4ccccn4)c(C)c3cc2c1C
 : 0	9	1	-0.3	3	9	0	-13	6	-8
N#Cc1ccccc1S(=O)(=O)N1CCN(CC(O)c2ccccc2)CC1 (configuration not stated)
 : -3	2	-2	1.6	4	-8	16	12	0	-4
CC(C)OC(=O)c1cccc(C(=O)O)n1
 : 1	1	0	-0.8	5	0	-4	2	1	-1
O=C(CC1Oc2ccccc2NC1=O)NCc1ccc(Cl)cc1 (configuration not stated)
 : 2	1	0	0.5	-5	8	-3	-1	-1	-7
O=C(Nc1ccc2c(c1)OCO2)c1ccc2sc([C@@H]3O[C@H](CO)[C@@H](O)[C@H]3O)nc2c1
 : 5	0	3	-0.3	·	12	5	-2	2	1

Taken from the entries so far, four compounds:
Order of values – rCAG RNA binder	GC-B act	SMARCA2 act	PG9 binder	HTRA1 inh	ASAP1 GAP inh	mABHD4 FP	ARFGAP1 inhibitor	GC-A act	NR1D1 modulator
CCOC(=O)C1CCN(C(=O)C(C)N(c2ccc(Oc3ccccc3)cc2)S(C)(=O)=O)CC1 (configuration not stated)
 : -9	1	-4	0.5	-10	-11	-3	11	9	-4
CCCCNC(=O)COc1ccccc1C(=O)c1cc(C#N)c(=O)n(CCOC)c1
 : -3	-3	-3	0.6	-2	6	4	12	1	-1
COc1ccc(CCC(=O)NCCOc2ccc(C)cc2)cc1
 : -2	3	-2	-0.4	-1	-2	6	-5	0	0
Cc1cccc(NC(=S)/N=C(\N)Nc2nc(C)c3cc(C)ccc3n2)c1
 : 24	-12	-3	-0.9	-44	13	0	11	-5	7

Next part:
Order of values – rCAG RNA binder	GC-B act	SMARCA2 act	PG9 binder	HTRA1 inh	ASAP1 GAP inh	mABHD4 FP	ARFGAP1 inhibitor	GC-A act	NR1D1 modulator
O=C(COC(=O)C1CCC1)Nc1cc(S(=O)(=O)N2CCOCC2)ccc1Cl
 : 2	3	-1	1.3	-2	8	7	8	-2	-2
COc1ccc(NC(=O)C2Cc3cc(S(=O)(=O)N4CCCCC4)ccc3N2C(C)=O)cc1Cl (configuration not stated)
 : 15	-2	-2	-0.7	-17	11	-22	-9	0	1
Cc1noc(C)c1COC(=O)C1(c2cccc(F)c2)CCCC1
 : -6	-8	-4	1.4	-4	-3	-6	-1	-10	9
C/C=C/c1ccc(O)c(OC)c1
 : 2	-4	1	1.1	4	8	-6	-1	4	2
COCCn1c(SCC(=O)Nc2c(C)n(C)n(-c3ccccc3)c2=O)nc2ccccc2c1=O
 : -2	1	0	-1.4	2	-8	-10	-4	2	-2
C[C@@H]1CN([C@H](C)CO)S(=O)(=O)c2ccc(-c3ccc(C(=O)N(C)C)cc3)cc2O[C@H]1CN(C)C(=O)Cc1ccccn1
 : 2	5	-3	0.1	0	3	-1	3	6	1
COc1ccc(C(=O)NC(=S)Nc2cc3oc4ccccc4c3cc2OC)cc1
 : -2	-3	0	0.1	0	-2	-3	-1	5	2
C[C@H](CO)N1C[C@H](C)[C@@H](CN(C)Cc2ccc(Oc3ccccc3)cc2)Oc2c(NS(=O)(=O)c3cn(C)cn3)cccc2C1=O
 : -1	10	2	-1.0	-35	-5	0	-1	-2	6
Cc1c(N(C(=O)c2cnccn2)C2(C(=O)NC3CCCC3)CCCCC2)c(=O)n(-c2ccccc2)n1C
 : -7	-1	-2	-3.0	-5	3	-3	-1	1	0
Nc1ccc(C(=O)N/N=C/c2ccccc2)cc1
 : 1	-3	4	-1.0	1	6	8	0	-3	4
COc1cccc(-c2nc3nc(C)cc(C)n3c2NC2CCCC2)c1
 : 7	0	-2	-1.9	·	3	-25	2	-3	3
CCOc1ccc(-c2n[nH]c(=S)n2/N=C/c2cc3c(cc2[N+](=O)[O-])OCO3)cc1
 : 4	4	0	0.9	6	-14	5	-1	-1	-2
CN1C(=O)c2cc(NS(C)(=O)=O)ccc2OC[C@@H]2O[C@@H](CC(=O)NCc3ccc(-c4ccccc4)cc3)CC[C@H]21
 : 5	0	0	·	·	·	4	·	1	3
CC1(C(=O)NS(=O)(=O)c2ccc(F)cc2F)CCN1C(=O)CCc1ccc(Cl)cc1Cl (configuration not stated)
 : 32	-6	-1	-3.1	·	-2	-3	8	0	0
O=[N+]([O-])c1ccc(CSc2nnc(-c3cccc(Cl)c3)n2Cc2ccco2)cc1
 : 6	-14	-7	·	·	·	5	·	-4	-1
O=C(Nc1ccccc1)Nc1ccno1
 : -1	4	-1	0.8	-1	-2	-2	0	4	-6
Cc1ccc(-n2ccc(-c3nn(-c4ccccc4)ccc3=O)n2)cc1
 : -3	4	1	-3.3	0	-6	-1	-1	1	-2
Cc1cc(C)cc(N(CC(=O)Nc2ccc(C(F)(F)F)cc2)S(=O)(=O)c2c(C)[nH]c(=O)[nH]c2=O)c1
 : 49*	3	-3	-0.3	-29	5	-20	7	-2	-1
Cc1ccccc1S(=O)(=O)N1C[C@H]2CON(C)[C@H]2C[C@H]1c1cccc(Oc2ccccc2)c1
 : 4	6	-4	-2.7	-11	0	-11	4	0	-6
CC(C)(C)C(=O)Nc1nnc([C@H]2C[C@H](O)[C@@H](CO)O2)s1
 : 0	2	-1	-1.0	·	9	6	-5	7	5

SMARCA2 act, what is marked active above
Molecule,GC-B act,SMARCA2 act,PG9 binder,HTRA1 inh,ASAP1 GAP inh,mABHD4 FP,ARFGAP1 inhibitor,GC-A act,NR1D1 modulator
O=C1NC2c3c(I)sc(I)c3C(=O)C2O1 (configuration not stated),5,8.7*,0.5,0,0,7,-13,9,2

Other compounds:
Order of values – rCAG RNA binder	GC-B act	SMARCA2 act	PG9 binder	HTRA1 inh	ASAP1 GAP inh	mABHD4 FP	ARFGAP1 inhibitor	GC-A act	NR1D1 modulator
COc1ccc(OCC(=O)Nc2ccc3c(c2)C(=O)NC3=O)cc1
 : 3	-4	0	-0.8	-1	-5	0	13	-4	-2
Cn1nc(-c2ccc(Cl)cc2)c2cc(C(=O)N3CCOCC3)sc21
 : -2	15	-2	-3.1	-15	4	4	4	5	-2
COc1ccc(/C=C/C(=O)OCC(=O)c2c[nH]c3ccccc23)cc1
 : 7	0	-2	-1.4	-7	11	-5	-3	-4	5
COc1ccc(CC(=O)OC(C)CN2CCCC2)cc1 (configuration not stated)
 : -3	3	-1	-0.1	-4	2	-2	3	3	1
